# EBNA-1 inh: EBNA-1 DNA-binding inhibitors, primary screen, biochemical, fluorescence polarization. 300,000 compounds, 0.34% hits. inhibition, % at 14.8 µM; in the data active = inhibition above about 28%
# PP5 inh: PP5 phosphatase inhibitors, primary screen, biochemical, fluorescence | Serine/threonine-protein phosphatase 5 (Homo sapiens), P53041 | purified PP5c, OMFP substrate fluorescence | inhibition, % at 6.7 µM | 320,000 compounds, 0.18% hits | AID 1987, 2009;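 active = inhibition above the campaign's mean inhibition across all tested compounds plus 3 SD, cut at about 9.5% in these data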;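 also: 0% = DMSO only and 100% = 100 µM cantharidin control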
# Target sequence (P53041 whole entry, looked up): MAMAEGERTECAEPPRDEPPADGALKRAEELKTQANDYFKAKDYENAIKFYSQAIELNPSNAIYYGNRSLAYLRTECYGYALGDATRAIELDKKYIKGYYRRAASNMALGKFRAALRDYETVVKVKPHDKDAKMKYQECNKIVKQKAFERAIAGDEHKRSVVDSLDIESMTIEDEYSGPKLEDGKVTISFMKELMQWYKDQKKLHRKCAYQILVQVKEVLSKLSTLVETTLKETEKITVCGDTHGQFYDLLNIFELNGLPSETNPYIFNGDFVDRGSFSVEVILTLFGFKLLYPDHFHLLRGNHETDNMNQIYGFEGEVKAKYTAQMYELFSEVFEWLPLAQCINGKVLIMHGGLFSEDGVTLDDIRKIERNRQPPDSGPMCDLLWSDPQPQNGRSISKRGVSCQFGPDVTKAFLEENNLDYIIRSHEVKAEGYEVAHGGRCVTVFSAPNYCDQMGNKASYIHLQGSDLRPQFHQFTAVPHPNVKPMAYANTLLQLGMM
# CTSL1 counter: Fasciola hepatica cathepsin L1 inhibitors, primary screen, counter-screen for PFM18AAP inhibitor project, biochemical, QFRET, fluorogenic peptide substrate; 300,000 compounds, 0.49% hits; recombinant F. hepatica cathepsin L1, Z-Leu-Arg-MCA fluorescence; AID 1906, 2009; inhibition, % at 5.96 µM;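 active = inhibition above the mean of all tested compounds plus 3 SD, set per screening campaign, cut at about 17% in these data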;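 also: 0% = plate median of test compound wells and 100% = 1 µM Z-Phe-Ala-diazomethylketone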
# ZTA counter: blocks Epstein-Barr virus ZTA, an EBNA-1 counter-screen; P03206; ZTA-DNA binding, fluorescence polarization; inhibition, % at 11 µM; 320,000 compounds, 0.15% hits; AID 2234; in the data active = inhibition above about 33%
# Target sequence (P03206 whole entry, looked up): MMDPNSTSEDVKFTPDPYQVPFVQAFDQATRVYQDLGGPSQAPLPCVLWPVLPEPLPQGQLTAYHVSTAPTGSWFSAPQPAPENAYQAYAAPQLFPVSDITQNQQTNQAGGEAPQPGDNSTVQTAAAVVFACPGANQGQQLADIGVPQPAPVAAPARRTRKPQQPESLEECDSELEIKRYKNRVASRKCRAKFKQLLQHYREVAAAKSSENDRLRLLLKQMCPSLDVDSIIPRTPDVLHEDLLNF
# TPT1 inh: Candida albicans TPT1 enzyme inhibitors, primary screen, biochemical, fluorescence polarization | AID 1962, 2009 | inhibition, % at 5 µM | recombinant caTPT1, FP RNA substrate dephosphorylation | 300,000 compounds, 0.81% hits | tRNA 2'-phosphotransferase TPT1 (Candida albicans SC5314);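 active = inhibition above the mean of all tested compounds plus 3 SD, set per screening campaign, cut at about 24% in these data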;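 also: plate controls were DMSO alone for no effect and ferristatin control at 100 nM for full effect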
# GASC-1 inh: inhibitors of GASC-1 histone demethylase, primary screen, biochemical, fluorescence, DELFIA europium; Lysine-specific demethylase 4C (Homo sapiens), Q9H3R0; inhibition, % at 2.35 µM; AID 2099, 2009; 330,000 compounds, 0.069% hits; GST-JMJD2C(1-420) H3K9me3 demethylation;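 active = more than half of a compound's replicate wells show inhibition beyond 50%, single wells judged on their own value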;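 also: signal counts dimethyl H3K9 product captured on neutravidin plate; 0% = median of DMSO wells and 100% = 0.3 times that DMSO median; strong numbers were not always called active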
# CR mimetic SO: reduction of superoxide in aged yeast, primary screen, HTS. S. cerevisiae aged cells, superoxide DHE fluorescence; stronger effect = lower value. superoxide response (% of plate mean), % at 10 µM. 330,000 compounds, 0.18% hits;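 active = superoxide response under a set limit, about three screen SD below normal, cut at about 65% in these data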;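 also: yeast aged for seven days with compound at 30 °C before DHE staining; 100% = average MFI of all compound-treated wells on the plate with controls excluded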
# HCV core dimer: inhibitors of HCV core protein dimerization, primary screen, biochemical, TR-FRET, high-throughput; TR-FRET GST/Flag-core106 dimerization, 1536-well; inhibition, % at 5 µM; 300,000 compounds, 0.33% hits;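 active = inhibition above the mean of all tested compounds plus 3 SD, set per screening campaign, cut at about 45% in these data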
#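 Assay system: GST-tagged and Flag-tagged HCV core protein residues 1-106 / Times: compound-protein-antibody incubation 4 h at 22.5 °C / Signal: time-resolved FRET, ex 340 nm, em 617 and 671 nm / Evaluation: % inhibition based on acceptor/donor emission ratio / Benchmarks: wells lacking GST-core106 and wells with excess unlabelled core106 / Repeats: singlicate, one well per compound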
# PP1 counter: PP1-alpha phosphatase inhibitors, primary screen, counter-screen for PP5 inhibitor project, biochemical, fluorescence, OMFP substrate, single point | Serine/threonine-protein phosphatase PP1-alpha catalytic subunit (Homo sapiens), P62136 | 320,000 compounds, 0.9% hits | inhibition, % at 6.7 µM | purified PP1alpha;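 active = inhibition above the mean inhibition of all tested compounds plus 3 SD, computed separately for each screening campaign, cut at about 15% in these data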
# Target sequence (P62136 whole entry, looked up): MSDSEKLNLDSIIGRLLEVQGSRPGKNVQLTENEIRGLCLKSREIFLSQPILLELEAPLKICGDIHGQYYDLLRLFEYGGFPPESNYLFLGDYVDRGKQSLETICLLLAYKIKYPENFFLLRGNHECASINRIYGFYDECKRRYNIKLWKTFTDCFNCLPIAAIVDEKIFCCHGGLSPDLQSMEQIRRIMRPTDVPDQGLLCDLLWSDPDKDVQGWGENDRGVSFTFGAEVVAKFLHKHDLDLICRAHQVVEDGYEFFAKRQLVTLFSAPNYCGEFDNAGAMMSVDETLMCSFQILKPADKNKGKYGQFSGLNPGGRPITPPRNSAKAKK
# Starred values were filed as active, the others as inactive; x = not tested or not shown. Outcome played no part in choosing rows; overall some 3.1% were active at least once.
# Start of the data: the first three compounds as a preview:
mol	EBNA-1 inh	PP5 inh	CTSL1 counter	ZTA counter	TPT1 inh	GASC-1 inh	CR mimetic SO	HCV core dimer	PP1 counter
CC(C)(C)OC(=O)CNC(=O)c1nc[nH]c1C(=O)N1CCNCC1	5.4	2.8	-3.3	-30.0	-0.8	-2.3	100.8	-4.0	-0.3
Cc1c(C(=O)C(=O)N2c3ccccc3CC2C)c2ccccc2n1C (configuration not stated)	-4.1	3.1	-3.5	19.0	1.6	-2.5	102.0	4.1	1.3
Cc1csc(NC(=O)CSc2ccc([N+](=O)[O-])cn2)n1	-3.9	1.4	8.1	-16.6	-1.1	21.3	90.3	-9.4	-20.2

# The listing, from the start:
mol	EBNA-1 inh	PP5 inh	CTSL1 counter	ZTA counter	TPT1 inh	GASC-1 inh	CR mimetic SO	HCV core dimer	PP1 counter
CC(C)(C)OC(=O)CNC(=O)c1nc[nH]c1C(=O)N1CCNCC1	5.4	2.8	-3.3	-30.0	-0.8	-2.3	100.8	-4.0	-0.3
Cc1c(C(=O)C(=O)N2c3ccccc3CC2C)c2ccccc2n1C (configuration not stated)	-4.1	3.1	-3.5	19.0	1.6	-2.5	102.0	4.1	1.3
Cc1csc(NC(=O)CSc2ccc([N+](=O)[O-])cn2)n1	-3.9	1.4	8.1	-16.6	-1.1	21.3	90.3	-9.4	-20.2
Cc1cccc(CSc2ccc3nnc(-c4cccs4)n3n2)c1	9.9	-0.8	-2.3	2.3	2.5	3.2	118.5	-16.5	4.5
CCOC(=O)c1ccc(CSc2nnc(C)n2N)o1	-8.6	-2.2	11.7	-11.5	0.7	-13.7	83.5	-2.2	4.5
COc1cc(CNCCN2CCOCC2)ccc1OCc1ccc(Cl)cc1Cl	-7.8	2.1	0.0	12.1	0.2	-5.6	106.2	-5.2	0.5
COc1ccc(N(CC(=O)NCCSCc2ccco2)S(=O)(=O)c2ccccc2)cc1OC	-8.3	3.0	-1.3	-19.1	5.3	-9.8	108.1	1.9	-0.9
COc1cc(OC)cc(C(=O)Nc2cccc(NC(=O)c3ccccc3)c2)c1	-0.1	0.4	-4.4	2.0	-0.1	-3.2	107.8	8.9	-4.6
O=C(COC(=O)/C=C/c1ccc(Cl)cc1)NCCN1C(=O)CSC1=O	-13.9	0.1	-6.7	-1.7	0.4	-2.5	77.9	0.9	-0.5
COc1cc(C2OCC3C(c4ccc(OC5OC(CO)C(O)C(O)C5O)c(OC)c4)OCC23)ccc1O (configuration not stated)	0.0	-1.2	-0.8	6.8	1.2	-26.5	100.4	0.2	-2.4
Cc1ccc(S(=O)(=O)N2CCCC2CNC(=O)C(=O)NC2CCCC2)cc1 (configuration not stated)	0.2	-2.9	-0.7	-10.6	1.8	0.4	94.8	5.0	-0.5
COc1ccccc1N1CCN(C(c2ccc(Cl)cc2)c2nnnn2C(C)(C)C)CC1 (configuration not stated)	14.9	-0.8	1.7	-0.9	-3.1	-5.0	99.8	4.9	3.5
O=S(=O)(Nc1ccc2[nH]ncc2c1)c1ccccc1Cl	-4.2	1.5	2.7	10.6	-4.4	-1.0	98.6	-5.1	-1.9
O=C(Nc1cccc(C(=O)Nc2cccc(C(F)(F)F)c2)c1)c1ccc(=O)[nH]c1	8.0	4.2	1.8	-7.5	0.6	-3.7	97.8	8.9	1.7
COc1ccc(/C=C/C(=O)OCc2cc(=O)n3c(n2)sc2ccccc23)cc1	2.2	1.7	0.5	7.9	7.8	1.0	99.5	16.6	2.9
Cc1ccc(C)c(N(CC(=O)NC2CCCC2)C(=O)CCC(=O)Nc2cc(C)on2)c1	5.7	2.3	-4.0	-2.8	-0.6	-9.5	93.7	2.8	-3.1
CN(C(=O)COC(=O)CN1C(=O)c2ccccc2C1=O)c1c(N)n(Cc2ccccc2)c(=O)[nH]c1=O	-4.7	-0.2	0.6	2.8	-0.1	-6.8	105.0	-1.3	0.1
COc1ccc(CNC(=O)C2CCCN(C(=O)Nc3ccccc3OC)C2)cc1 (configuration not stated)	1.0	0.1	-4.3	-3.9	2.7	-4.9	81.4	-2.6	4.5
Cc1cccc(C)c1-n1nnnc1C1(Nc2ccccc2)CCCCC1	0.0	-5.9	4.2	-13.4	5.4	12.9	95.0	-1.4	-2.8
CCn1cc(CN2CCCC(C(=O)Nc3ccc(-c4nc5ccccc5[nH]4)cc3)C2)c(C)n1 (configuration not stated)	-7.5	2.1	3.2	-4.8	1.6	17.3	105.4	-3.0	-2.9

mol	EBNA-1 inh	PP5 inh	CTSL1 counter	ZTA counter	TPT1 inh	GASC-1 inh	CR mimetic SO	HCV core dimer	PP1 counter
CC(C)(C)Cc1nnc(NS(=O)(=O)Cc2ccccc2)s1	15.2	-0.1	-1.6	3.4	-5.1	0.4	104.3	-4.7	0.8
CCc1nn(C(C)C(=O)NCc2cccc(Cl)c2)c(=O)c2cc3occc3n12 (configuration not stated)	3.3	-0.9	0.7	-6.2	-0.5	5.4	90.2	2.8	-2.5
COC(=O)CSc1nc(C)cc(C(F)(F)F)c1C#N	-2.6	0.2	-0.5	-28.9	3.6	15.9	86.8	-6.3	-2.5
CSc1cccc(NC(=S)N2CCC(N(C)C3CCCCC3C)CC2)c1 (configuration not stated)	-8.4	0.4	6.1	-5.0	-0.5	-2.0	113.8	-2.0	-1.8
CC(C)Oc1cccc(C(=O)C2CCCN(Cc3cccn3-c3ccccn3)C2)c1 (configuration not stated)	9.5	2.9	-0.9	-4.5	-0.9	46.4	97.8	1.9	1.6
CCSc1nnc(Nc2ccccc2)s1	-1.3	3.9	-4.6	20.9	-2.3	-5.7	101.0	-5.8	-2.9
COc1cccc(-c2nc(CS(=O)(=O)CC(=O)Nc3cc(OC)ccc3OC)c(C)o2)c1	-3.1	2.7	3.2	1.9	0.6	9.4	101.5	7.3	-0.8
Nc1c(NC=O)c(=O)n(Cc2ccccc2)c(=O)n1Cc1ccccc1	2.5	-1.3	-2.3	3.7	2.1	0.5	111.9	1.1	-3.3
CCOc1ccc(NC(=O)CN(C)S(=O)(=O)c2cccc3cccnc23)cc1	-7.9	2.8	-1.4	-8.3	-1.5	0.9	103.8	-7.5	0.2
CCSC(=N)N	2.5	-1.1	-2.5	3.5	-2.7	x	92.9	2.5	-2.7
O=C(O)C1CC(=O)n2c(nc3ccccc32)S1 (configuration not stated)	2.4	0.0	1.5	11.0	-3.9	-7.0	84.1	-6.0	-0.6
COc1cc(CC(=O)Nc2cc(S(C)(=O)=O)ccc2Cl)cc(OC)c1OC	10.2	-1.2	1.1	2.9	-1.1	10.5	96.9	1.2	-4.2
CCCC(C)C(=O)Nc1cccc(NC(C)=O)c1 (configuration not stated)	9.5	0.8	0.3	-1.6	-1.0	-38.6	104.9	-3.0	-1.0
CCOCc1nnc(NC(=O)C2CC(=O)N(C3CCCC3)C2)s1 (configuration not stated)	6.5	0.8	-0.3	-0.8	-1.5	4.1	102.1	4.5	-0.1
CC(=O)N1N=C(c2ccccc2)CC1c1ccc2c(c1)OCO2 (configuration not stated)	-0.7	-0.6	-1.2	-4.1	6.5	-5.7	103.1	-4.1	-1.6
CCCCN(C(=O)Cn1ncc(Cl)c(Cl)c1=O)c1c(N)n(CC(C)C)c(=O)[nH]c1=O	-1.8	-1.2	2.9	8.0	0.3	9.8	102.2	25.0	1.7
CCCCOc1ccc(N(CC(=O)NCCOC)C(=O)CCC(=O)Nc2ccccn2)cc1	-8.1	1.4	4.7	-5.7	0.5	8.2	108.4	0.5	-3.6
N#CCCSCc1ccc(OCC(=O)O)cc1	13.3	-1.5	-5.9	5.5	-1.0	4.7	101.5	0.5	-1.9
Cc1ccc(S(=O)(=O)NCC(=O)NCC(=O)N2CCC(C)CC2)cc1	0.6	1.4	-4.7	-16.6	0.9	-1.8	102.3	0.8	-3.2
COc1ccc2nc(C)cc(SCC(=O)OC(C)C)c2c1	-0.4	1.6	-2.1	11.9	0.1	28.8	111.8	2.1	1.8

mol	EBNA-1 inh	PP5 inh	CTSL1 counter	ZTA counter	TPT1 inh	GASC-1 inh	CR mimetic SO	HCV core dimer	PP1 counter
CC1CCN(c2ccc(C(=O)NCCc3ccccc3)cn2)CC1	-7.1	0.3	-5.0	-12.7	0.6	-9.4	102.1	-0.2	-0.7
Cc1ccccc1C1NC(=S)NC2=C1C(=O)CCC2 (configuration not stated)	12.4	-0.2	4.6	2.6	1.8	-9.0	96.5	2.4	-2.8
O=C(NNC1=NS(=O)(=O)c2ccccc21)c1ccc(Cl)cc1	-0.9	-1.4	0.4	15.8	-0.8	6.4	96.9	1.9	-4.8
COc1ccc(C(=O)NCCn2ccc3ccccc32)cc1OC	1.9	3.1	-2.4	-9.6	-1.5	6.4	95.9	-6.5	0.7
C(=C\CSc1nnnn1-c1ccccc1)/CSc1nnnn1-c1ccccc1	13.7	-0.1	0.2	4.0	-1.8	-14.6	105.1	1.7	5.7
N#CCCN1CCN(S(=O)(=O)c2ccc(S(=O)(=O)N3CCCC3)cc2)CC1	-2.5	0.4	4.1	1.2	-3.6	-4.6	104.6	1.4	-15.7
Cn1c(=O)c2c(ncn2CC(=O)OCC(=O)NNC(=O)c2ccc(Cl)cc2)n(C)c1=O	x	-1.9	x	1.6	x	-1.4	104.4	x	-3.0
Cc1sc2nc[nH]c(=S)c2c1-c1ccccc1	12.2	0.0	0.8	18.0	-2.9	-8.0	89.5	-0.5	-5.4
CC(=O)Nc1ccc(NCc2cccs2)cc1	6.8	1.0	-2.0	-17.8	-1.0	6.5	100.3	-10.7	1.3
Cc1cccc(C(=O)Nc2cccc(NC(=O)c3ccccc3)c2)c1	-7.0	4.1	-0.1	3.1	2.4	15.5	109.0	2.0	2.9
Cc1ccccc1OCC(=O)OCC(=O)Nc1ncc(Cl)c(C)c1Cl	x	0.4	x	-0.7	x	x	94.3	x	-1.9
N#CC1(NC(=O)COC(=O)c2nc(Cl)c(Cl)c(N)c2Cl)CCCCC1	-7.5	0.3	-17.8	-3.5	2.9	1.5	103.0	-0.6	-5.0
O=C(NCc1ccco1)/C(=C/c1ccc(F)cc1)NC(=O)c1ccccc1	3.8	-0.6	4.0	0.5	-3.1	-3.1	102.7	-3.4	-3.0
O=C(c1cccc(C(=O)N2CCN(c3ccccc3)CC2)c1)N1CCN(c2ccccc2)CC1	-3.1	1.6	-3.1	14.1	1.0	5.7	106.5	7.3	-4.3
CC1CCCCN1C(=O)CSc1nnc(-c2ccco2)n1CC1CCCO1 (configuration not stated)	-1.1	2.3	-9.9	-10.2	-2.4	4.7	99.2	1.2	-11.0
O=C(c1cc(COc2cccc(C(F)(F)F)c2)on1)N1CCc2ccccc2C1	3.5	3.1	1.6	15.0	-0.4	-2.1	103.0	-0.4	0.2
O=c1c2c3c(sc2ncn1/N=C/c1ccco1)CCCC3	7.6	-2.0	4.2	5.6	2.8	6.4	84.5	-2.5	0.2
O=C(NCc1nc(-c2ccccc2)no1)c1ccc(Br)o1	5.3	-0.3	0.0	-3.1	-0.2	4.7	95.5	0.3	-0.4

# Source: PubChem
